# esBAF inh: SWI/SNF esBAF complex inhibition. mouse ES cells, Bmi1-luciferase knock-in reporter, 24 h; 100% = twice the neutral-well signal. reporter increase, % at 12.5 µM. 350,000 tested, 2% active. AID 602393; in the data active = activation above about 40%;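 note: 0% = median of the plate's neutral control wells and 100% = double that signal; a rise in the Bmi1 reporter signal indicates esBAF inhibition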
# ARNT-TACC3 inh: disrupts binding between human ARNT and TACC3; inhibition, % at 9.99 µM; AID 623870; AlphaScreen His-ARNT PAS-B/GST-TACC3 binding, luminescence; TACC3 fragment carries E629A point mutation; 390,000 tested, 0.66% active;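 active = mean inhibition of replicates at least 50% and at least half of replicates each reaching 50%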;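 note: 0% = complete ARNT plus TACC3 wells and 100% = ARNT alone without TACC3; many hits fall short of the cut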
# RAD54 inh: inhibitors of human RAD54 branch migration | Q92698 | RAD54 Holliday junction branch migration, FAM/BHQ fluorescence | inhibition, % at 10.4 µM | 360,000 tested, 0.14% active | AID 602329;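 active = mean normalized replicate activity at least 40 and at least half of replicates scoring 40 or more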;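 note: 0% = median of neutral control wells and 100% = median of positive control wells; inhibitors cause a drop in the FAM fluorescence signal; in these data hits start at about 50%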
# Target sequence (Q92698 whole entry, looked up): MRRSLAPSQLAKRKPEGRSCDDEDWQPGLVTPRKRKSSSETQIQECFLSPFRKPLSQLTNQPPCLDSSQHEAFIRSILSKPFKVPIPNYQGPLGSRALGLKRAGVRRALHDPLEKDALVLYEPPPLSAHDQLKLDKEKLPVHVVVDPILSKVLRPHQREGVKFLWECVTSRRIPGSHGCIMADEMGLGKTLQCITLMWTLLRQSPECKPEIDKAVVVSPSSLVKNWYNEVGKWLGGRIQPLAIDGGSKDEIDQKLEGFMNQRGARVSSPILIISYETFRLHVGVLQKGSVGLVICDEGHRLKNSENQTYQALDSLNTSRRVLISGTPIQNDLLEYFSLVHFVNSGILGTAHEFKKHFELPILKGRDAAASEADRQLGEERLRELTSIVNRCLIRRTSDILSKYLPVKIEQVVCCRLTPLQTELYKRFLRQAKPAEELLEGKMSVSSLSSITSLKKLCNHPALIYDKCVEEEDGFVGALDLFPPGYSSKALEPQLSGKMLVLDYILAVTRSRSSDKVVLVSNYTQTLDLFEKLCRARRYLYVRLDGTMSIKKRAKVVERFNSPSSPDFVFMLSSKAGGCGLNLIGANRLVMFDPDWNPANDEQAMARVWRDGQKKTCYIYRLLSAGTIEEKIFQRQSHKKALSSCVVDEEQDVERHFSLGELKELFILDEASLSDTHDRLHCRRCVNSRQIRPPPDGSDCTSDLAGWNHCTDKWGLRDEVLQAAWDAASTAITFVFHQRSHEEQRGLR
# PglD DTNB: inhibitors of Campylobacter jejuni PglD acetyltransferase | purified PglD enzyme, DTNB colorimetric CoA detection | inhibition, % at 12.5 µM | 360,000 tested, 0.098% active; in the data active = inhibition above about 16%, passing the limit was not always enough; note: strong numbers were not always called active
# * marks the source's active call; other numbers are inactive results; / = not tested or not shown.
SMILES,esBAF inh,ARNT-TACC3 inh,RAD54 inh,PglD DTNB
Cc1cnc(C(=O)OCC(=O)Nc2ccc(Cl)cc2Cl)cn1,2,/,0,1
CCOC(=O)NC(Nc1sc2c(c1C(=O)OC)CCN(C)C2)(C(F)(F)F)C(F)(F)F,-4,/,15,3
COC(=O)c1ccc(Oc2c(C(F)(F)F)oc3c(CN4CCN(C)CC4)c(O)ccc3c2=O)cc1,12,/,-1,-3
CCOC(=O)/C=C1\NC(=O)CS1,-6,/,-4,-2
C#CCN1C(=O)C2C(C(=O)NC)C3C=CC2(O3)C1C(=O)NCc1ccc(OC)cc1 (centres undefined),-14,/,-36,8
COc1ccccc1NC(=O)c1nn(-c2ccc(F)c(F)c2)ccc1=O,-5,/,7,-1
N/C(=N\OC(=O)Cc1cccs1)c1ccccc1,72*,/,7,-3
CCNC(=O)C1CCCN(Cc2ccc(C)c3ccccc23)CC1 (centres undefined),-2,/,0,5
O=C(c1scc2c1CCCC2)N1CCOCC1,-8,/,7,-4
Cc1cc(NC(=O)CCc2ccc(S(=O)(=O)N3CCOCC3)cc2)n(-c2ccccc2)n1,-48,/,0,-3

# 6 compounds picked at random from those above, as already listed:
SMILES,esBAF inh,ARNT-TACC3 inh,RAD54 inh,PglD DTNB
C#CCN1C(=O)C2C(C(=O)NC)C3C=CC2(O3)C1C(=O)NCc1ccc(OC)cc1 (centres undefined),-14,/,-36,8
Cc1cnc(C(=O)OCC(=O)Nc2ccc(Cl)cc2Cl)cn1,2,/,0,1
COc1ccccc1NC(=O)c1nn(-c2ccc(F)c(F)c2)ccc1=O,-5,/,7,-1
O=C(c1scc2c1CCCC2)N1CCOCC1,-8,/,7,-4
Cc1cc(NC(=O)CCc2ccc(S(=O)(=O)N3CCOCC3)cc2)n(-c2ccccc2)n1,-48,/,0,-3
CCOC(=O)/C=C1\NC(=O)CS1,-6,/,-4,-2

# Going on with the list.
SMILES,esBAF inh,ARNT-TACC3 inh,RAD54 inh,PglD DTNB
CC(C)(C)c1nc2ccccc2c(=O)n1N1C(=O)c2ccccc2C1=O,-9,/,3,2
COCC(=O)Nc1cc(OC)c(Cl)cc1OC,1,-2,-19,/
CCOCCc1c(O)nc(SCC(=O)NCc2ccco2)[nH]c1=O,-2,19,4,/
CN(C)S(=O)(=O)c1ccc(C(=O)N2CCOCC2)cc1,0,-26,-5,/
CCC(=O)Nc1nc2cc(OC)ccc2s1,17,-20,-11,/
CCc1nnc(NC(=O)c2c(O)c3c([nH]c2=O)CCCC3)s1,8,-8,-4,/
COCCOCC(O)CN1CCN(c2ccc(C)cc2)CC1 (centres undefined),-2,-2,-3,/
CC(=O)N[C@H]1C[C@@H]1c1ccccc1,-7,4,-3,/
CCOC(=O)c1ccc(NC(=O)CCc2nc(-c3ccccc3Cl)no2)cc1,7,-7,9,/
Cc1nc(SCC(=O)OCc2ccccc2)c(C#N)c(-c2ccccc2)c1C(=O)Nc1ccccc1,8,-3,-10,/
CC1=C(C(N)=O)C(c2ccccc2)n2nc(-c3ccncc3)nc2N1 (centres undefined),-2,-16,-7,/
CC(NC(=O)c1ccc(NS(C)(=O)=O)cc1)c1ccccc1 (centres undefined),-10,-9,2,/
CSc1nnc2c3ccccc3n(Cc3ccccc3)c2n1,-4,-4,1,/
COc1cc(C)ccc1OCCOCCOc1c(C)cc(C)cc1Br,-8,-3,-3,/
COc1ccc(N(CC(=O)NC(C)(C)C)C(=O)c2ccco2)cc1,1,-6,3,/
Cc1cccc(N2C(=O)N(c3ccccc3C)C3CS(=O)(=O)CC32)c1 (centres undefined),-5,-4,-10,/
O=C1CC(N(Cc2ccco2)C(=O)Nc2ccc(F)cc2)C(=O)N1c1ccc(F)cc1 (centres undefined),-4,0,4,/
CCCCCCCCc1nc(=S)[nH][nH]1,-2,-5,-13,/
O=C(CSc1nnc(-c2ccncc2)n1Cc1ccco1)Nc1nccs1,-9,-12,-9,/
O=C(NN1C(=O)C2C3C=CC(C4CC34)C2C1=O)c1ccc(Cl)cc1Cl (centres undefined),14,-3,11,/
COc1ccccc1-n1nc(C(=O)Nc2ccc3c(c2)OCO3)c2ccccc2c1=O,3,0,9,/
CC1(C)Cc2ccccc2C(NNC(=O)c2ccncc2)=N1,-1,-1,-1,/
COc1ccc(C(=O)N2CC3(C)CC2CC(C)(C)C3)cc1OC (centres undefined),-4,-6,12,/
C=CCOc1nc(N2CCCC2)nc(N2CCCC2)n1,-1,1,-8,/
CC(=O)N1CCN(c2ccccc2NC(=O)c2cc(Br)ccc2Cl)CC1,-10,-8,-3,/
COCCCn1c(CCC(=O)O)ccc1-c1ccc(F)cc1,-12,-1,-7,/
CC(C)NC(=O)c1ccccc1-c1nc(-c2ccccc2Cl)no1,4,-18,0,/
CN1CCN(Cc2cc(=O)oc3ccc(Cl)cc23)CC1,-8,-18,-1,/
O=C(NCC1CCCO1)c1ccc(NC(=O)C2CC=CCC2C(=O)O)cc1 (centres undefined),-2,-1,-4,/
CC/C(CC(C)(C)c1ccccc1)=N\O,1,1,-12,/
Cc1c(C)n(C)c2ccc([N+](=O)[O-])cc12,5,-3,-6,/
O=C(N1CCCCCC1)N1CCN(S(=O)(=O)N2CCCCC2)CC1,7,-3,-20,/
CCCCN(CC)c1nc(N)c2c(N)nc(OCC)cc2c1C#N,-5,10*,-11,/
CCCCn1c(=N)n(CC(=O)C(C)(C)C)c2ccccc21,2,-5,3,/
O=C(Nc1ccccc1-c1ccccc1)NC1CCN(CC(=O)N2CCOCC2)CC1,4,-1,-23,/
CCSc1nnc(NC(=O)CSc2c(Cl)cccc2Cl)s1,-4,-6,-5,/
CC1CN=C(c2cccn2Cc2ccc(F)cc2Cl)O1 (centres undefined),-8,-4,6,/
Cc1c(NC(=O)c2cc3ccccc3o2)c(=O)n(-c2ccccc2)n1C,-2,-6,-4,/
CCOc1ccccc1OCCn1nnc2ccccc21,8,0,-12,/
CCCCNC(=O)Nc1cnn(CC)c1C(N)=O,-2,3,11,/
COCC(=O)N(Cc1cc2ccccc2[nH]c1=O)c1ccc(OC)cc1,-2,4,2,/
Cc1ccc2c(c1)-c1ccccc1S(=O)(=O)N2,0,-3,-33,/
O=C(CSc1nc2ccccc2n1CC(=O)N1CCCC1)N1CCN(C(=O)c2ccco2)CC1,-3,-2,-3,/
O=C(COC(=O)c1cncc(Br)c1)NCCC1=CCCCC1,-1,0,-2,/
COc1ccc(-c2ccc(CCC(=O)O)n2NC(=O)c2cccs2)cc1,2,0,12,/
CCC(C)c1ccc(O)c(NC(=O)c2cccnc2)c1 (centres undefined),5,-4,9,/
CNC(=O)c1nc(C)n(-c2cc(Cl)ccc2Cl)n1,-3,1,5,/
O=C(CCc1ccccc1)Nc1nc2n(n1)C(c1ccc(Cl)cc1)CC(=O)N2 (centres undefined),-8,3,8,/
CCCCC(=O)N(CCOC)c1nnc(-c2ccc(OC)cc2)s1,7,-1,7,/
Cc1cccc(NC(=O)c2ccccc2NC(=O)C(C)(C)C)n1,-3,-5,3,/

# (further entries)
SMILES,esBAF inh,ARNT-TACC3 inh,RAD54 inh,PglD DTNB
CC(C)(C)n1nnnc1C(c1ccccc1F)N1CCN(C2CCCC2)CC1 (centres undefined),8,-6,-8,/
CC(C)C(C(=O)Nc1sc2c(c1C#N)CCCCC2)N1C(=O)c2ccccc2C1=O (centres undefined),8,-3,3,/
C/C(N)=C(/C#N)C(=O)CSc1nc2ccccc2[nH]1,34,2,11,/
Cc1nnc(NCCO)c2ccccc12,2,4,-3,/
N#Cc1c2n(cnc1=O)CCCCC2,-1,2,2,/
CC(=O)N1CCC(C(=O)Nc2nc(-c3ccccc3)ns2)CC1,7,-4,-3,/
O=C(N/N=C/c1cccc(OCc2ccccc2)c1)c1cccs1,46*,2,-12,/
CCOC(=O)c1cn(CC)c2cc(N3CCOCC3)c(F)cc2c1=O,-4,-1,1,/
Cc1ccc(/C=N/NC(=O)c2ccc(Cn3cc([N+](=O)[O-])cn3)o2)cc1,16,0,11,/
O=C(c1oc2ccccc2c1CSCc1ccccc1)N1CCN(c2ncccn2)CC1,-2,-2,-14,/
Cc1[nH]nc2c1C(C(C)C)C(C#N)=C(N)O2 (centres undefined),3,-8,-9,/
Clc1ccccc1CN(Cc1ccco1)Cc1nnnn1C1CCCC1,-3,-5,0,/
COc1ccc(S(=O)(=O)N2CCCC2C(=O)Nc2nc3c(s2)CCCC3)cc1 (centres undefined),-6,-1,5,/
Cc1cccc2cc(COC(=O)c3cccnc3)c(=O)[nH]c12,-1,-17,1,/
O=C(O)CCC1COc2ccccc2O1 (centres undefined),2,-9,-4,/
Cc1ccc(N2CC(C(=O)Nc3ccccn3)CC2=O)cc1 (centres undefined),-10,11,20,/
CC1Cc2ccccc2N1C(=O)c1ccnc(C(C)(C)C)c1 (centres undefined),0,6,9,/
CCCOc1ccc(Cc2nn[nH]n2)cc1,-10,0,-10,/
CCN(CC(=O)Nc1cccc(OC)c1)C(=O)c1ccc(C)s1,2,3,-9,/
O=c1cc(CN2CCc3ccccc32)nc2sccn12,0,-16,-2,/

# Compound profiles, from the list above. Order of screens: esBAF inh | ARNT-TACC3 inh | RAD54 inh | PglD DTNB
# CCN(CC(=O)Nc1cccc(OC)c1)C(=O)c1ccc(C)s1 reads 2 | 3 | -9 | /
# CC1Cc2ccccc2N1C(=O)c1ccnc(C(C)(C)C)c1 (centres undefined) reads 0 | 6 | 9 | /
# O=c1cc(CN2CCc3ccccc32)nc2sccn12 reads 0 | -16 | -2 | /
# Clc1ccccc1CN(Cc1ccco1)Cc1nnnn1C1CCCC1 reads -3 | -5 | 0 | /
# Cc1[nH]nc2c1C(C(C)C)C(C#N)=C(N)O2 (centres undefined) reads 3 | -8 | -9 | /

# Additional structures.
SMILES,esBAF inh,ARNT-TACC3 inh,RAD54 inh,PglD DTNB
CCOC(=O)CCc1c(C)c(C#N)c2nc3ccccc3n2c1-n1ccnc1,-10,-18,-4,/
Cc1ccccc1Cn1nnc(-c2cccc(C(=O)O)c2)n1,15,-2,-8,/
Cc1ccc(-c2nc3ccccc3c(=O)n2Cc2ccccc2)cc1,-4,8,-1,/
CN(C)/C=C1\C(=O)N(c2ccc([N+](=O)[O-])cc2)N=C1c1ccccc1,53*,4,-13,/
CC1Cc2ccccc2N1C(=O)CCNS(=O)(=O)c1ccc2c(c1)CCC(=O)N2 (centres undefined),1,-1,8,/
Cc1ccc(Nc2nc(N)nc(CSC(=S)N3CCOCC3)n2)cc1,-12,5,-9,/
O=C(COc1ccc(Cl)cc1)N1CCN(S(=O)(=O)c2ccccc2)CC1,1,-9,5,/
C/C(Nc1ccccc1)=C(/C#N)C(N)=O,6,-6,5,/
Clc1ccc(OCc2nn3c(C4CCCCC4)nnc3s2)cc1,-10,-2,1,/
COC(=O)c1ccccc1NC(=O)c1ccc(COc2ccccc2)o1,28,-6,-4,/
CCOc1cc(N2CCOCC2)c(OCC)cc1NC(=O)Cn1[nH]c(=O)c2ccccc2c1=O,4,-2,-16,/
O=S(=O)(c1cccs1)N1CCC(Cc2ccccc2)CC1,0,-2,-10,/
O=C(COC(=O)c1ccncc1)Nc1cccc(Cl)c1,-6,-2,7,/
Cc1cc(C)nc(N(C#N)S(=O)(=O)c2ccccc2)n1,-4,-3,0,/
Cc1ccc(S(=O)(=O)N2CC3CCCN3c3ccc(C(F)(F)F)cc32)cc1 (centres undefined),-4,-2,4,/
COc1ccc(NC(=O)c2oc3cc(C)c(C)cc3c2C)c(OC)c1,-3,-5,-15,/
Cc1cc(Cl)ccc1N1C(=O)CC(SCCC(=O)O)C1=O (centres undefined),5,-20,10,/
Cc1cc(NC(=O)Cn2c(=O)c3c(ncn3CCC(C)C)n(Cc3ccccc3)c2=O)no1,-6,-2,-27,/
C/C(=N/NC(=O)c1cc(C(C)C)[nH]n1)c1cccs1,-40,0,0,/
CCCN(CCC)CC(O)COc1ccc([N+](=O)[O-])cc1 (centres undefined),-3,-19,-1,/
CC(C)(C)n1nnnc1C(c1ccncc1)N1CCN(c2ccc(O)cc2)CC1 (centres undefined),-11,9,-7,/
CC(=O)c1cccc(NC(=O)c2ccc(N(C)S(C)(=O)=O)cc2)c1,15,-4,1,/
CCCc1ncc(C(O)c2cccc3ccccc23)n1C (centres undefined),0,-1,-1,/
CCn1c(-c2ccsc2)nc2c1c(=O)[nH]c(=O)n2Cc1ccccc1,4,-3,-24,/
Cc1cc2oc(=O)cc(CSc3nc(N)cc(N)n3)c2cc1C,3,-1,-2,/
O=C(Nc1cccc([N+](=O)[O-])c1)c1ccc(CSc2ccccc2)cc1,10,21,-4,/
COc1cccc(N(CC(=O)NCc2cccnc2)S(C)(=O)=O)c1,1,-3,-3,/
Fc1cccc(F)c1CN1CCN(c2ncccn2)CC1,-3,-10,5,/
Cc1cc(C)cc(Oc2ccc(N)cc2)c1,-1,-3,-2,/
Cn1nc(C(=O)NCCN2CCOCC2)c2ccccc2c1=O,-4,-4,-3,/
O=C(O)CSCc1ccc(C(=O)O)o1,5,-4,1,/
Cc1csc(NC(=O)c2c(-c3c(Cl)cccc3Cl)noc2C)n1,2,-1,4,/

# Screens (PubChem)

# The list is partial (hit frequency here may not be typical).
